IMPase Li cell – membrane-permeable IMPase blocker, potentiated with lithium | CHO-M1 cells, IP1 TR-FRET (IP-One), carbachol + lithium | Potency, µM (top dose mostly 59.4 µM), without a hit: at the highest dose activity, negative = IMPase inhibition, hits mostly inhibitors | hit rate 0.35% among 210,000 | AID 1457;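 also: IP1 builds up when IMPase is blocked and the TR-FRET signal falls; potency is read from the fitted curve at half-maximal effect; plate controls were basal vehicle for no effect and high inhibitor control for full effect; nearly all actives have a fitted effect of over 50% in size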
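IP1 accumulation measured by competitive TR-FRET in lysed CHO-M1 cells after 30 min compound exposure at 37C, with a small lithium addition to potentiate weak responses. Hill-equation AC50 from ratio and donor-channel data.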
KinaseGlo FLuc – Kinase-Glo luciferase inhibition (counter-screen); Q27757; Kinase-Glo luciferase, ATP luminescence, 8 min; Potency, µM (titrated, usually from 38.3 µM), for inactives: top-dose activity change, negative = inhibition, actives largely listed as inhibitors; hit rate 0.28% among 200,000; also: potency is read from the fitted curve at half-maximal effect; % is scaled to controls: 0 for no effect and ±100 for the full control effect; nearly all actives have a fitted effect of over 60% in size
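Recombinant Kinase-Glo luciferase, 10 uM ATP (linear range), luciferin; imidazole pH 7.2 / KCl / MgCl2 / Tween / BSA buffer; 8 min RT; luminescence.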
Epigenetic derep – derepresses silenced GFP reporter in murine cells; murine LDR cells, GFP reporter derepression, 30 h; Potency, µM (highest dose often 53.9 µM), without a hit: top-dose GFP activation, hits mostly activators; hit rate 0.2% among 280,000; also: potency is read from the fitted curve at half-maximal effect; % of control where 0% means no effect; nearly all actives have a fitted effect of over 60% in size
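In this reporter-derepression format, murine cells bearing a silenced integrated CMV-GFP locus incubate with test compound (30 h, 37 C), then are washed and imaged; fluorescent objects of 20–120 um count as induced cells.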
CBFb-RUNX1 inh – inhibitors of human CBF-beta and RUNX1 interaction. AlphaScreen CBFb-His/RUNX1-biotin binding, biochemical. Q01196+Q13951. 230,000 tested, under 10 active. Potency, µM (series often up to 59.8 µM), inactives show top-dose activity, negative = inhibition, usual class: inhibitors; also: % of control where 0% means no effect
Target sequence (Q01196 whole entry, looked up): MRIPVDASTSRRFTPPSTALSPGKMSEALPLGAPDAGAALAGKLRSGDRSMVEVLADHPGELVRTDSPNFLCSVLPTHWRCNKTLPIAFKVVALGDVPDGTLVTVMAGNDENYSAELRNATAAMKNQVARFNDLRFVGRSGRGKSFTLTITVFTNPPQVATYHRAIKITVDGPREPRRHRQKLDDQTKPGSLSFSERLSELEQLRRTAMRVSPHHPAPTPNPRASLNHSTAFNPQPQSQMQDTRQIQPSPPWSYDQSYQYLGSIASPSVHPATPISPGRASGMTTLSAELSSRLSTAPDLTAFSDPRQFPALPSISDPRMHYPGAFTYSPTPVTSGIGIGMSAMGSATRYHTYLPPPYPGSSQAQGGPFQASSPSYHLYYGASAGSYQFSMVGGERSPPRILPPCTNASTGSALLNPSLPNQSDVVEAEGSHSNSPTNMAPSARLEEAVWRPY
Target sequence (Q13951 whole entry, looked up): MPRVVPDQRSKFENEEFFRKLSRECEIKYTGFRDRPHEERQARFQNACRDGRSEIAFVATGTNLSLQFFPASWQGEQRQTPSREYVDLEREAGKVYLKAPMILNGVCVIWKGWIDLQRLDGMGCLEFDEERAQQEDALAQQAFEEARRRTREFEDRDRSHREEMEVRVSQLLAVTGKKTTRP
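Inhibition was taken as any reduction in AlphaScreen signal from the CBF-beta–RUNX1 pair (His and biotin tags, 30 nM each), measured after compound (15 min) and bead (90 min) incubations at room temperature.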
HTT aggregate – mutant huntingtin aggregation inhibition. PC12 HttQ103-GFP aggregates, Acumen cytometry, 40 h. Potency, µM (highest dose often 46.1 µM), inactives show at the top dose activity change, negative = inhibition, actives largely listed as inhibitors. hit rate 1.1% among 220,000. AID 1688; also: potency is read from the fitted curve at half-maximal effect; % is scaled to controls: 0 for no effect and ±100 for the full control effect; nearly all actives have a fitted effect of over 60% in size
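Quantitative HTS on tebufenozide-induced (100 nM) PC12 cells stably expressing polyQ103 Huntingtin exon 1–GFP. Reduction of bright GFP aggregates, detected by laser scanning cytometry after lysis, identified actives across the titration.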
NPSR antagonist – neuropeptide S receptor (human) antagonism, cAMP; hit rate 1% among 220,000; Potency, µM (doses to about 38.3 µM), for the others: at the highest dose activity change, negative = inhibition, most hits filed as inhibitors; CHO-NPSR cells, cAMP TR-FRET, antagonist mode; also: potency is read from the fitted curve at half-maximal effect; % is scaled to controls: 0 for no effect and ±100 for the full control effect; nearly all actives have a fitted effect of over 50% in size; many of its hits are not listed in these tables
Target sequence (Q6W5P4 whole entry, looked up): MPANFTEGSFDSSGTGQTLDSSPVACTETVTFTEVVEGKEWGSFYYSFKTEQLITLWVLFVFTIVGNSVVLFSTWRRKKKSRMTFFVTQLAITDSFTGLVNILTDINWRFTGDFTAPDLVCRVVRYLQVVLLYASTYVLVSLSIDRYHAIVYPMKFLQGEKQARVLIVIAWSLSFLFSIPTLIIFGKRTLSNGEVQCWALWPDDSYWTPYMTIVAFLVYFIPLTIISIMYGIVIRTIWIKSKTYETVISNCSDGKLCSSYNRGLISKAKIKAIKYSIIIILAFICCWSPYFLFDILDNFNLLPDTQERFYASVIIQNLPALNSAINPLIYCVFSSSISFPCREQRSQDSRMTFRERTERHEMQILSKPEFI
Lamin A splicing – modulators of lamin A splicing; hit rate 0.01% among 200,000; Potency, µM (top dose mostly 46.1 µM), without a hit: at the top dose ratio change, negative = inhibition, actives largely listed as inhibitors; HeLa LMNA splicing GFP/RFP minigene ratio, 48 h; active = well fitted inhibition curve with a large enough effect in the signal ratio, with a control signal flat, not every such curve was filed as active; inconclusive = small, poorly fitted or top-dose-only effect, or effect the other way, or a change in a side signal; the % refers to the signal ratio; also: potency is read from the fitted curve at half-maximal effect; % is scaled to controls: 0 for no effect and ±100 for the full control effect
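S3 HeLa stable clones carrying a lamin A-EGFP splicing minigene plus DsRed2 were seeded at 600 cells/well in Opti-MEM with 2% FBS, pin-dosed and incubated 48 h at 37°C. Acumen cytometry (488 nm) gave the GFP/RFP total-intensity ratio.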
* = called active by the depositor; u = inconclusive; x = no result given; & = joins results of further samples; [ ] = another dose, or the depositor's remark. Unless noted, calls follow the shape of the dose curve; as a rule, active = well fitted curve in the direction sought with a large enough effect; inconclusive = small, poorly fitted or top-dose-only effect, or another doubt; inactive = no such curve, though single readings can be large; an effect the other way counts as inactive or inconclusive. Not all compounds are listed (hit frequency here may not be typical).

smiles | Lamin A splicing | IMPase Li cell | CBFb-RUNX1 inh | NPSR antagonist | HTT aggregate | Epigenetic derep | KinaseGlo FLuc
O=C(CN1CC(=O)Oc2ccccc21)NCc1ccco1 | 6% | 6%[38.3 µM] | -2% | 0%[46.1 µM] | u | 1.0% | -1%
CCOc1ccc(N(CC(=O)NCCc2ccc(OC)cc2)S(C)(=O)=O)cc1 | -8%[46 µM] | 9% | 8% | 5% | 26%[9.22 µM] | 1.1% | -1%
O=C(/C=C/c1ccc(S(=O)(=O)N2CCOCC2)cc1)NCc1ccccc1Cl | u | 10% | -22% | -12% | 4% | 0.0% | -1%
CC1CN(C(=S)SCC(=O)c2ccccc2)CC(C)O1 (stereo not drawn) | -9% | -8% | -5% | 10% | -2% | 0.0% | 11%
CCN(CC)C(=S)SC1=CCS(=O)(=O)C1 | x | -2% | 5% | 14% | 18% | 5.2% | 1%
Fc1ccc(C2c3[nH]c4ccccc4c3CCN2CCCn2cccn2)cc1 (stereo not drawn) | x | x | 0% | -22% | -14%[9.22 µM] | 0.0% | x
Cc1cc(C)c(C)c(S(=O)(=O)N2CCN(C)CC2)c1C | x | -1% | -1% | 3% | 7%[9.22 µM] | -3.2%[10.1 µM] | 2%
CCOc1nc(-c2ccc(OC)cc2)ccc1-c1noc(-c2ccncc2)n1 | 0% | -3%[38.3 µM] | 2% | 14%[46.1 µM] | -4% | 1.5% | -2%
C/C(=N\NC(=O)c1cc2c(s1)CCC(C)C2)c1cccnc1 (stereo not drawn) | 6% | 4% | -2% | -5% | 2% | 0.0% | -2%
CC(C)c1onc(C(=O)N2CCOCC2)c1[N+](=O)[O-] | x | -7% | -3% | 14% | 1% | -1.3% | x
CCCOn1c(OCC(C)C)nc2ccccc2c1=O | 16% | 22%[38.3 µM] | 5% | -18%[46.1 µM] | 4% | -0.3% | -1%
C/C(CC(=O)Nc1cccc2c1CCCC2)=N\NC(=O)c1cccc2ccccc12 | -9% | -5% | -9% | -10% | 2% | 3.0% | -1%
c1ccc(-c2nc3ccccc3s2)nc1 | -6% | -20%[38.3 µM] | 0%&12% | -9%[46.1 µM] | -7% | 1.9%&-1.0% | u
CC1(C)CC(=O)c2cc(OCC(=O)NCC3CCCO3)ccc2O1 (stereo not drawn) | -2% | -11%[38.3 µM] | 8% | 10%[46.1 µM] | 21% | 1.1% | -1%
CCN(CC)c1ccc(N2C(=O)/C(=C/c3ccccn3)SC2=S)cc1 | x | x | 0% | 13% | -1%[9.22 µM] | 1.2% | x
CCc1nnc(NS(=O)(=O)c2ccc(NC(=O)c3ccc(Cl)cc3)cc2)s1 | 6%[46 µM] | 2% | 5% | -20% | 12% | 1.3% | 3%
O=C(Nc1ccc(F)cc1F)c1cc(-c2ccco2)on1 | 0% | 6%[38.3 µM] | 1% | 2%[46.1 µM] | 7% | -2.1% | 4%
CCc1ccc(NC(=S)N2CCCC(C(F)(F)F)C2)cc1 (stereo not drawn) | x | 26% | u | -42% | -19% | 1.3% | 7%
CCn1c(OC)nc2c1c(=O)n(C)c(=O)n2C | x | -2% | 3% | -3% | -23%[9.22 µM] | -1.1% | -2%
CCOC(=O)NC(=O)CSc1nnnn1-c1ccc(Cl)cc1 | -17% | -8% | 4% | 1%[46.1 µM] | -3% | 2.4% | 1%
O=C(NC1CCN(Cc2ccccc2)CC1)C1CCN(c2nnc(-n3cccc3)s2)CC1 | u | 19% | 6% | 22% | 8% | -1.0% | 0%
CCOc1cc(N2CCOCC2)c(OCC)cc1NC(=O)c1cccc(N(C)C)c1 | -1%[46 µM] | 8% | -15% | -23% | -1% | -1.4% | -6%
CCn1c(=O)c(C(=O)CN2CCCc3ccccc32)c(N)n(Cc2ccccc2)c1=O | u | -27%[38.3 µM] | -30% | u | -26% | -1.0% | 9%
COc1ccc2nc(SC)c(C#N)cc2c1 | x | 11µM* | 0% | u | 2%[9.22 µM] | 2.5% | 1%
CS(=O)(=O)N1N=C(c2ccc(Br)cc2)CC1c1cccs1 (stereo not drawn) | -23% | 19%[38.3 µM] | 2% | 11%[46.1 µM] | -20% | 0.1% | -8%
COC/C=C/C1=CC2=CC(=O)C(C)(OC(=O)c3cnc4ccccc4n3)C(=O)C2=CN1CCc1ccccn1 (stereo not drawn) | -13%[9.22 µM] | -2% | 3%[13.1 µM] | x | x | x | -1%[7.66 µM]
O=C(NCc1cccc(C(F)(F)F)c1)C1CC(c2c(Cl)cccc2Cl)=NO1 (stereo not drawn) | u | 5%[38.3 µM] | 11% | -14%[46.1 µM] | 3% | -1.1% | 2%
COC(=O)C1C(C(C)C)N(c2ccccc2)OC1(C)O (stereo not drawn) | u | -5%[38.3 µM] | 9% | -4%[46.1 µM] | 4% | 2.9% | -1%
CC1=[N+](C)N(c2ccccc2)C(=O)C1N=Cc1ccc(Cl)cc1 (stereo not drawn) | -3% | -4% | 27% | 19% | 14% | 0.0% | -3%
O=C(COC(=O)c1cccc(O)c1)Nc1ccc(OC(F)F)cc1 | 1%[9.22 µM] | 3% | 3% | 0% | -12% | -6.2% | 0%
CN1C(=O)c2cccc3c(S(=O)(=O)NCc4ccco4)ccc1c23 | u | 11%[38.3 µM] | 6% | 1%[46.1 µM] | -3% | -0.8% | 0%
O=C(Nc1cccnc1)c1ccccc1Oc1ccccc1 | -3% | 44%[activator][38.3 µM] | -2% | -14%[46.1 µM] | -4% | 1.0% | 1%

In the list so far, two contain an aryl thioether with sulfur outside any ring.
smiles | Lamin A splicing | IMPase Li cell | CBFb-RUNX1 inh | NPSR antagonist | HTT aggregate | Epigenetic derep | KinaseGlo FLuc
CCOC(=O)NC(=O)CSc1nnnn1-c1ccc(Cl)cc1 | -17% | -8% | 4% | 1%[46.1 µM] | -3% | 2.4% | 1%
COc1ccc2nc(SC)c(C#N)cc2c1 | x | 11µM* | 0% | u | 2%[9.22 µM] | 2.5% | 1%

The listing continues:
smiles | Lamin A splicing | IMPase Li cell | CBFb-RUNX1 inh | NPSR antagonist | HTT aggregate | Epigenetic derep | KinaseGlo FLuc
COc1ccc(CN2CCN(C(=O)CC(C)C)CC2)cc1OC | 9% | 4%[38.3 µM] | -23% | -3%[46.1 µM] | -4% | -2.0% | -2%
Nc1cccc(-c2nc3ccc(N)cc3s2)c1 | -7% | u | 2% | -2%[46.1 µM] | 33% | -2.1% | 13µM*
CS(=O)(=O)N1N=C(c2ccccc2)CC1c1cccs1 (stereo not drawn) | 10%[0.0737 µM] | 2%[38.3 µM] | -2% | 9%[46.1 µM] | -8% | -0.9% | 4%
CN(C(=O)CSc1nnc(-c2cccc(F)c2)n1N)C1CCS(=O)(=O)C1 (stereo not drawn) | x | 3% | -5% | 20% | 13% | 0.0% | x
COC(=O)C1C(=O)C2=C(CC1C)NC(C)=C(C(=O)OC(C)C)C2c1ccc(OC)c(O)c1 (stereo not drawn) | 5% | -7%[38.3 µM] | -8% | 3%[46.1 µM] | -8% | -1.3% | -1%
NC(=O)C1CCN(C(=O)CSc2ccccn2)CC1 | -4% | 0%[38.3 µM] | 4% | 2%[46.1 µM] | 6% | 12% | 0%
CCn1c(SCCOc2ccc(Cl)cc2)nnc1-c1cccs1 | u | 4%[38.3 µM] | 4% | -16%[46.1 µM] | -6% | -4.0% | 12%
CCCCC(=O)Oc1ccccc1C(=O)O | x | 0% | -10%&13% | x | x | -1.3% | -4%
COc1ccc(-n2c(COc3ccc(Cl)cc3)nnc2SCc2ccc(C#N)cc2)cc1 | -13% | 53%[activator][38.3 µM] | -1% | u | u | 2.9% | 2%
CC1CCCC(NC(=O)COC(=O)Cc2ccc(Br)cc2)C1C (stereo not drawn) | u | -4% | 20% | -2% | 7% | 2.6% | 3%
O=C1CCCc2ccccc2N1Cc1ccccc1Cl | 1% | 4%[38.3 µM] | 0% | -13%[46.1 µM] | 5% | 0.0% | -1%
Clc1ccc2c(c1)c1ccccc1n2CN1CCOCC1 | -9% | 0%[38.3 µM] | 24% | 16%[46.1 µM] | -3% | 4.1% | -1%
CCCCCn1c(=S)[nH]c2cc(C(=O)N3CCCC3)ccc2c1=O | x | 8% | -3% | -6% | -8% | 0.0% | 1%
COc1ccc(S(=O)(=O)N2CCC(C(=O)NCCc3ccccc3)CC2)cc1OC | 5% | 6%[38.3 µM] | 2% | -5%[46.1 µM] | -21% | -1.0% | 17%
CC(Nc1ccc(N2CCOCC2)cc1)C(=O)N1c2ccccc2CC1C (stereo not drawn) | -4%[46 µM] | x | -26% | 21% | 12%[9.22 µM] | 1.1% | x
Cc1ccc(NC(=O)C(Cc2ccccc2)NC(=O)c2ccco2)cc1 (stereo not drawn) | -11% | 18%[38.3 µM] | -1% | 1%[46.1 µM] | 4%[1.84 µM] | 0.7% | 7%
CNCC(O)C(O)C(O)C(O)CO (stereo not drawn) | x | -1% | 7% | -26% | -1%[9.22 µM] | -0.8% | x
O=C(COC(=O)C1CCN(S(=O)(=O)c2cccc3cccnc23)CC1)c1ccc(F)cc1 | 5%[0.0737 µM] | 7%[38.3 µM] | -1% | -17%[46.1 µM] | -5% | 0.0% | 0%
COCCn1c(SCC(=O)Nc2nc(C)c(Cl)cc2Cl)nc2ccccc21 | u | 10%[38.3 µM] | -1% | -5%[46.1 µM] | 11% | -9.2% | 3%
Cc1ccc(S(=O)(=O)/N=C2/NC(=O)/C(=C/c3cccnc3)S2)cc1 | 5% | -9%[38.3 µM] | 3% | -11%[46.1 µM] | 21% | -3.2% | 4%
CCC(C)Sc1nc2c(c(=O)[nH]c(=O)n2C)n1Cc1ccccc1Cl (stereo not drawn) | -4% | 42%[activator][38.3 µM] | 11% | -25%[46.1 µM] | u | 0.0% | -3%
O=[N+]([O-])c1ccc(Cl)cc1N1CCCCC1 | 9%[46 µM] | 5% | -5% | 2% | 3%[9.22 µM] | -0.6% | -6%
COC(=O)c1cc2c(cc1NC(=O)CSCCc1ccccn1)OCO2 | -11% | -4%[38.3 µM] | 4% | -7%[46.1 µM] | 0% | -0.9% | -1%
COc1cccc(C(=O)COc2ccc3c(C)c(Cc4ccccc4)c(=O)oc3c2)c1 | u | 5% | -5% | 11% | -18% | -1.6% | 1%
Cn1c(=S)[nH]c2c(c1=O)C(C)(C)Cc1ccccc1-2 | x | 1.4µM* | -7% | 6.3µM* | 9% | -0.2% | -1%
COc1nccnc1NS(=O)(=O)c1ccc(NC(=S)NC(=O)c2ccccc2F)cc1 | -18% | -6% | -4% | -29% | 7% | -1.6% | -19%
Cc1nc2nc(SCC(=O)c3ccccc3)[nH]c2cc1Br | x | x | 2% | -26% | -24%[9.22 µM] | 6.4% | x
Cc1ccc(CNC(=O)CCCn2c(=O)c3ccccc3n(CC(=O)NCc3ccco3)c2=O)cc1 | -1% | 4% | 3% | 7%[46.1 µM] | -1% | 3.5% | -3%

Source: PubChem BioAssay
